Bioassay records (PubChem)
mcGAS MS inh – inhibitors of mouse cGAS; inhibition, % at 12.5 µM; recombinant mouse cGAS, cGAMP by RapidFire MS; 0.18% of 130,000 active; Q8C6L5;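 active = inhibition of cGAS enzyme activity at or above 60%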;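 also: enzyme stimulated by 45 bp dsDNA with ATP and GTP substrates; cGAMP share of summed cGAMP plus half ATP and half GTP signals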
Target sequence (Q8C6L5 whole entry, looked up): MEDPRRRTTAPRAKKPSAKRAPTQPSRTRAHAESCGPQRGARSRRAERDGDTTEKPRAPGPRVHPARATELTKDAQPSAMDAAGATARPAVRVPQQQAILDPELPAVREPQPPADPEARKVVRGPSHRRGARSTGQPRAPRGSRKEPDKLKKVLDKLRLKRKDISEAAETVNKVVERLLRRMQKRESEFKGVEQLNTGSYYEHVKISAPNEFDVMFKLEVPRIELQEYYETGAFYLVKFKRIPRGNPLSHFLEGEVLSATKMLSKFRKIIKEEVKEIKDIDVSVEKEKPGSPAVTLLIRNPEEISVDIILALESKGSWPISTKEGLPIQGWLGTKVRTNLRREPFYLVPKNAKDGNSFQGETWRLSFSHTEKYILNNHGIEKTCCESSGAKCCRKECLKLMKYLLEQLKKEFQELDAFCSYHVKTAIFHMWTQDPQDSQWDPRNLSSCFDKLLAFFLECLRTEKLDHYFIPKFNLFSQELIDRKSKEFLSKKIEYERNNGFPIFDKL
Numbers without * were called inactive; & = joins results of further samples. Not all compounds are listed; the hit share may differ from the screen's.

SMILES	mcGAS MS inh
CN(Cc1cccc(Cl)c1Cl)c1ccc(S(N)(=O)=O)cn1	4.5
COc1ccc(-c2ccccc2NC(=O)C2CCCN(CCc3ccccc3)C2)cc1 (centres undefined)	-0.5
COc1ccc2cc(-c3[nH]ncc3CN(C)Cc3nc(-c4cccnc4)no3)ccc2c1	0.6
O=C(COC(=O)C1CCC1)NC(=O)NC1CCCCC1	-9.3
Cn1cc(C(=O)NCCC2=CCCCC2)c2[nH]c(=O)n(-c3ccc(F)cc3)c(=O)c21	-31.8
CCCc1c(C)c(C#N)c2nc3ccccc3n2c1NCc1cccnc1	-3.5
O=C(/C=C/Nc1cccc2ccccc12)C(F)(F)F	19.1
CCn1c(C2CCNCC2)nn(CCn2cncn2)c1=O	-4.5
O=C(CN1CCOc2ccccc21)N1CCN(S(=O)(=O)c2ccccc2F)CC1	-16.1
Nc1ncc(Cc2cccc(C(F)(F)F)c2)s1	7.7
O=C1NC(c2cccs2)Nc2sc3c(c21)CCCC3 (centres undefined)	-15.4
COc1ccc(C2Oc3c(cccc3OC)C=C2[N+](=O)[O-])cc1OC (centres undefined)	-12.7
Cn1ccsc1=NC(=O)c1ccc(COc2ccccc2F)o1	-3.2
Cc1ccccc1C1=NOC2CN(C(=O)c3ccc(-c4cccs4)cc3)CC12 (centres undefined)	3.1
CCCn1c2ccccc2n2c(C(=O)OC)c(C)nc12	41.6
CSc1nnc(SCc2nnc(-c3ccccc3)o2)s1	7.2
O=C(Cc1c(F)cccc1Cl)Nc1ccccc1-c1ccccc1	5.8
CCn1cc(CNC(=O)CC(c2ccccc2)c2ccc3c(c2)OCO3)cn1 (centres undefined)	-12.1
O=c1c2cc3c(=O)n(-c4ncn[nH]4)ccc3nc2ccn1Cc1cccnc1	2.5
CNC(=O)c1cccc(Nc2ccn3nccc3n2)c1	0.2
COc1cc2c(cc1CN1CCNC(C(=O)NC3CC3)C1)CCC2 (centres undefined)	-41.1
Oc1oc(-c2cccc3ccccc23)nc1C=NC1CCCCC1	-20.8
NC(=O)c1ccsc1NC(=O)C1CC2C=CC1C2 (centres undefined)	-13.1
CC1=C(C(=O)OC(C)C)C(c2ccc(N(C)C)cc2)NC(=O)N1C (centres undefined)	-2.7
C=CCNc1ccccc1C(=O)N(C)CC1CC(=O)N(C(C)(C)C)C1 (centres undefined)	-14.2

Entries shown so far that contain a halogen:
SMILES	mcGAS MS inh
CN(Cc1cccc(Cl)c1Cl)c1ccc(S(N)(=O)=O)cn1	4.5
Cn1cc(C(=O)NCCC2=CCCCC2)c2[nH]c(=O)n(-c3ccc(F)cc3)c(=O)c21	-31.8
O=C(/C=C/Nc1cccc2ccccc12)C(F)(F)F	19.1
O=C(CN1CCOc2ccccc21)N1CCN(S(=O)(=O)c2ccccc2F)CC1	-16.1
Nc1ncc(Cc2cccc(C(F)(F)F)c2)s1	7.7
Cn1ccsc1=NC(=O)c1ccc(COc2ccccc2F)o1	-3.2
O=C(Cc1c(F)cccc1Cl)Nc1ccccc1-c1ccccc1	5.8

Continuation:
SMILES	mcGAS MS inh
Cc1sc(NC(=O)C2CC23CCOCC3)nc1-c1ccc(F)cc1 (centres undefined)	-12.6
Cc1sc(-c2c(C#N)c(N)nc3c2CCCC3)cc1Br	-19.4
Cc1ccc(NC(=O)C2(C)CCCN(C)C2)cc1C (centres undefined)	-3.2
O=C(CSc1nc2c(cnn2-c2ccccc2)c(=O)[nH]1)NC(=O)NC1CCCC1	-2.3
CC(C)C(O)C(=O)N1CCC(c2[nH]ncc2-c2cccc(F)c2)CC1 (centres undefined)	-10.4
C#CCN1CCC[C@H]1C(=O)NCCNc1ncnc2c1c(Br)nn2C	-1.5
Cc1cccc(NC(=O)CCC2CCN(C(=O)c3ccc(C)s3)CC2)c1	-2.7
CCc1noc(CN(CC)C(=O)c2cccs2)n1	-4.7
O=C(CC1CSc2nc3c(c(=O)n21)CCC3)N1CCN(Cc2ccccc2)CC1 (centres undefined)	-6.2
CCN(CC)c1ccc(/C=N\Nc2ncnc3nc[nH]c23)cc1	-2.0
Cc1ccc(C)c(Cn2c(=O)c3c(nc4n(CCN(C)C)c(C)cn34)n(C)c2=O)c1	-9.3
CCOC(=O)c1sc2nc(=O)n3ccccc3c2c1N	5.0
Cc1ccc(C(N)=O)c(OCc2nc3ccccc3n2C(F)F)c1	0.7
O=C(NC1CCN(c2ccccn2)CC1)c1cc2cc(F)ccc2s1	-12.9
O=C(Cn1nc(C(F)(F)F)c2c1CCC2)NC1CCCC1	8.5
COC(=O)c1ccc(NC2=CC(=NS(=O)(=O)c3ccc(OC)cc3)c3ccccc3C2=O)cc1	-18.0
NS(=O)(=O)c1ccc(N2CC=C(c3ccccc3)CC2)nc1	8.0
C[C@H](C(=O)Nc1ccccc1)N1Cc2ccc(N3CCOCC3)nc2C1=O	8.1
Cc1nc(CNC(=O)C2CC2c2ccc(Br)cc2)no1 (centres undefined)	0.5
CC1CCc2sc(-c3nnc(SCCCC(=O)c4cccs4)o3)cc2C1 (centres undefined)	0.7
COc1cc(C2NCCC(=O)C2(C)C)cc(OC)c1OC (centres undefined)	-36.0
O=C(C1CN(c2nccc(CCC(F)(F)F)n2)CCN1)N1CCCC1 (centres undefined)	-9.1
CSCCCNC(=O)C1CCC(=O)N(Cc2ccccn2)C1 (centres undefined)	-3.1
O=C(NNC(=O)c1cc2ccccc2cc1O)c1ccc(Br)o1	-6.5
Cc1ccc(-c2ccsc2C(=O)NC2CCN3CCCCC23)cc1 (centres undefined)	2.3

4 compounds already listed, sorted by number of heavy atoms, smallest number first.
SMILES	mcGAS MS inh
CCOC(=O)c1sc2nc(=O)n3ccccc3c2c1N	5.0
CSCCCNC(=O)C1CCC(=O)N(Cc2ccccn2)C1 (centres undefined)	-3.1
CC1CCc2sc(-c3nnc(SCCCC(=O)c4cccs4)o3)cc2C1 (centres undefined)	0.7
O=C(CSc1nc2c(cnn2-c2ccccc2)c(=O)[nH]1)NC(=O)NC1CCCC1	-2.3

New compounds follow:
SMILES	mcGAS MS inh
O=C(c1cnccn1)N1CCc2onc(C(c3ccccc3)c3ccccc3)c2C1	-8.6
CC(C(=O)NCCS(N)(=O)=O)c1ccc2ccccc2c1 (centres undefined)	16.5
COc1ccc(C(C)=O)cc1CC(=O)N1CCCc2c(C(=O)NC(C)C)cccc21	-8.0
Cc1ccnc(Nc2ccc(N3CCN(C(=O)C4CCCCC4)CC3)nn2)c1	-5.1
COc1ccc(S(=O)(=O)Oc2ccccc2CNC2CC2)cc1	-9.8
COc1ccccc1-c1cc(C(=O)O)nc2cc(C(C)(C)C)nn12	-4.4
O=C(COc1c(F)c(F)cc(F)c1F)NNC(=O)CC1CCS(=O)(=O)C1 (centres undefined)	-2.6
Cc1nc2sccn2c1C(=O)N1CCCC(CNS(=O)(=O)c2cccs2)C1 (centres undefined)	-10.4
CC(=O)Oc1ccc(CN2C(=O)C(Cc3ccccc3)ON=C2c2ccccc2)cc1 (centres undefined)	-7.7
Cc1cccc(C(=O)NCc2c(C)nc3c(c2C)c(=O)[nH]n3C)c1C	0.5
CN(C)C(=O)Cc1nc(CSc2nc3ccccc3[nH]2)cs1	-12.6
CC(C)(C)OC(=O)NCCCn1ccc2cc(C(=O)O)ccc21	-2.9
CCN(CC)C(=O)CN1CCN(C(=O)c2ccc(S(=O)(=O)N3CCCCC3)cc2)CC1	8.2
COc1ccc(N2CCN(C(=O)C3CC=CCC3C(=O)Nc3cccc4c3CCCC4)CC2)cc1 (centres undefined)	2.0
O=C(Cn1c2ccccc2n2ncnc12)c1ccc(Cl)cc1	37.0
CC1=NC2=C(C(=O)CCC2)C(c2ccc(C)s2)C1C(=O)OC1CCCC1 (centres undefined)	-9.5
O=C(CC(=O)NN=Cc1ccco1)NN=Cc1ccco1	-5.5
O=C(NCC(=O)N1CCc2c(Br)cccc2C1)C1CC1	-18.0
CCC(C)c1ccccc1OCCN1CCOCC1 (centres undefined)	-5.6
O=C1CCS(=O)(=O)c2ccccc21	-12.1
N#CC(C(=O)N1CCOCC1)c1ccc(C(F)(F)F)cn1 (centres undefined)	-8.1
Cc1c[n+](CC(=O)c2ccccc2)cc(C)n1	-9.8
CCS(=O)(=O)NCCc1cc2ccc(C)cc2[nH]c1=O	-3.8
O=C1COc2ccc(S(=O)(=O)N3CCOCC3)cc2N1	-3.8
CCOC(=O)C1(C)CCN1C(=O)c1ccccc1OC(F)(F)F (centres undefined)	-5.7

Next section:
SMILES	mcGAS MS inh
CC(C)C1CN(C(=O)CCn2cncn2)CCCN1Cc1ccc(F)cc1 (centres undefined)	-18.0
CC(C)Cc1ccc(C(=O)c2cccs2)cc1	2.7
O=C(C(Cc1cnc[nH]1)n1cccc1)N1CCC2(CC1)C(=O)Nc1ccccc12 (centres undefined)	-9.8
Cc1ccc(C)c(CS(=O)(=O)CCCN2C(=O)NC(C)(C)C2=O)c1	24.4
Cc1cccn2c(NC(C)(C)CC(C)(C)C)c(-c3cccc(O)c3)nc12	-3.6
CCn1c(SCc2cn3ccccc3n2)nc2ccccc21	-5.2
COCC1(NC(=O)c2ccc(=O)n(C)n2)CCCC1	-11.4
COCc1ccc(C(=O)N2CCC(CCC(=O)NCc3cccnc3)CC2)o1	6.4
Cc1ccc(-n2nnnc2-c2cnc(N3C(C)COCC3C)nc2C(F)(F)F)cc1 (centres undefined)	-4.7
COC(=O)Cc1c(C)c2c(OCc3ccc(Br)cc3)cc(C)cc2oc1=O	-29.4
Cc1ccccc1-c1ncc(C2CC(=O)Nc3c2c(C2CC2)nn3C)s1 (centres undefined)	-4.6
CSC1CCC(N(C)C(=O)COc2cc(C)cc(C)c2)C1 (centres undefined)	-11.0
O=C(NC1CCOCC1)c1ccc(S(=O)(=O)C(F)(F)F)cc1	-10.6
CCN(CC)CCn1c2ccc([N+](=O)[O-])cc2c2cc([N+](=O)[O-])ccc21	-3.5
Cc1nc(CC(=O)N(C)Cc2cc(C(C)(C)C)n[nH]2)c(C)s1	-9.9
Cc1[nH]cnc1CN(C)Cc1ccccc1C(F)(F)F	-0.4
CC(=O)c1ccc(NC(=O)N2Cc3cc(F)ccc3CC2C)cc1 (centres undefined)	7.4
Cc1c(C(C)NC(=O)c2ccnn2C)cnn1-c1ccccn1 (centres undefined)	-5.3
CN=c1scc(-c2ccc(Br)s2)n1N=C1C(=O)Nc2ccccc21	-8.0
CC(C)(C)C(=O)Nc1ccnn1C1CCN(C(=O)c2ccccc2-c2ncc[nH]2)CC1	-7.1
CCN=c1scc(-c2ccc(C)c(C)c2)n1N=Cc1ccc2c(c1)OCCO2	-8.8
CCOC(=O)c1c(C)oc2nc(CN(C)Cc3ccc(Cl)s3)[nH]c(=O)c12	-26.6
CCOCC1CCN(C(=O)[C@H](O)C2CCCCC2)CC1	-5.5
Cc1ccc2nc(CN3CCN(S(=O)(=O)c4cccs4)CC3)cc(=O)n2c1	-7.2
CCn1cc(CN(Cc2c(C)nn(C)c2Cl)CC(C)C)cn1	-12.7

Remaining list, next part.
SMILES	mcGAS MS inh
COc1ccc(CNC2CCCN(C)C2)c(Cl)c1OC (centres undefined)	-9.5
Fc1ccc(Nc2nc3ccccc3n3cnnc23)cc1	1.6
CCOCCn1c(=O)c2c(nc3n2CCN3c2ccccc2)n(C)c1=O	-5.2
CCCc1[nH]n(-c2ccc([N+](=O)[O-])cc2)c(=O)c1C=NCCN1CCNCC1	-1.3
CC1CCCC(C)N1C(=O)CS(=O)(=O)CCS(C)(=O)=O (centres undefined)	5.4
CCCNC(=O)C1(C)CCCN(Cc2ccc(OC(F)(F)F)cc2)C1 (centres undefined)	-7.4
O=c1c2cnc3ncnn3c2ccn1-n1cnnc1	-7.7
CC1(c2ccccc2)CNC(=S)N1 (centres undefined)	-10.7
O=c1oc(-c2ccccc2O)nc2ccccc12	26.1
COc1cc(Cl)ccc1OCc1cc(C(=O)NC(C)Cc2cnccn2)no1 (centres undefined)	-0.1
OCc1ccnc(-c2cccc3cnccc23)c1	-9.8
O=C(NCCCc1ccccn1)c1ccc(N2CCN(C3CCCC3)CC2)nc1	3.3
CN(C)CC1(O)CCN(C(=O)c2ccc(CO)o2)C1 (centres undefined)	-16.3
CC(C)(C#N)C(=O)Nc1ccnc(Oc2ccccc2Cl)c1	-8.3
O=C(CCN1CCC(c2ccccc2)C1)Nc1ccc(F)cc1 (centres undefined)	-21.8
COC(=O)c1cc(OC)c(OC)cc1NS(=O)(=O)c1cccc(C#N)c1	-3.0
C=CCn1c(SCC(C)=O)nc2sc3c(c2c1=O)CCCCC3	-13.9
COC(=O)c1cc2c(=O)n(-c3ccc4c(c3)OCCO4)ccc2nc1C	0.1
Cn1nc(C(=O)NC2CCCC2)ccc1=O	-2.1
CCc1[nH]c2ccc(CNC(=O)c3ccn4nnnc4c3)cc2c1C	1.9
O=C(C=c1[nH]c(=O)c(=Cc2ccc3c(c2)OCCO3)s1)c1ccc(Cl)cc1	-4.6
COCCN(Cc1cccs1)C(=O)c1c(C)nc2ncccn12	-11.8
COCCCNc1nc2nonc2nc1N1CCC(c2ccncc2)CC1	0.5
CN(C(=O)CSc1nc(=O)n2cc(Cl)ccc2n1)c1ccccc1	-3.7
Cc1nc2ccc(Nc3ncnc4sc5c(c34)CCC5)cc2s1	-6.6

Further entries follow:
SMILES	mcGAS MS inh
Cc1ccc(OCC(=O)Nc2cc(C)on2)cc1	-5.2
Cn1nc(C(=O)NNC(=O)c2csc(N3CCOCC3)n2)ccc1=O	-5.5
CC(NCc1ncc[nH]1)c1cccc(C(F)(F)F)c1 (centres undefined)	-2.8
CC(C)(C)n1ncc2c(=O)n(NC(=O)Cc3cccs3)cnc21	0.1
Cc1cc(C)c(NC(=O)c2cc([N+](=O)[O-])ccc2Cl)c([N+](=O)[O-])c1	-1.7
Cc1cc(C)n2ncc(CN(C)C(C)C(=O)N(C)C)c2n1 (centres undefined)	-15.3
COc1cccc(N2CCn3c2nc2c3c(=O)n(CCN3CCCCC3)c(=O)n2C)c1	-4.2
CCOCC1CCCN(C(=O)c2c(C)nc(C(C)(C)C)[nH]c2=O)C1 (centres undefined)	-14.5
CCc1nc(N=C(N)N)nc2cc(C)ccc12	1.6
CCOC(=O)c1nn(-c2ccc(C)cc2)c(=O)cc1OCC(=O)NCc1ccc(C)cc1	-4.0
O=C(c1ccco1)N1CCN(C(=O)c2ccco2)CC1	-6.1&3.0
Cc1ccc(CNc2ccccc2COCC(O)CN(C)C2CCCCC2)o1 (centres undefined)	12.0
CC(=O)NC1C(OC(C)C)OC(CO)C(O)C1O (centres undefined)	1.4
COc1ccc(C)cc1NC(=O)c1nn(-c2ccccc2)c(=O)cc1OC	-27.3
